Screening data deposited in PubChem BioAssay by NCI.
NCI-60 one-dose screen, 48 h, at 10 µM unless noted. Numbers give growth in % (100 = growth as untreated, 0 = no growth, -100 = all killed).
IGROV1: IGROV1 ovarian cancer | 79,000 tested, 4.7% active
NCI-H522: NCI-H522 lung cancer; 78,000 tested, 8% active; AID 1794739
SK-OV-3: SK-OV-3 ovarian cancer cells. 80,000 tested, 3.2% active. AID 1794785
OVCAR-8: OVCAR-8 ovarian cancer; 81,000 tested, 4.4% active; AID 1794782
OVCAR-5: OVCAR-5 ovarian cancer | AID 1794783 | 82,000 tested, 2.9% active
NCI/ADR-RES: NCI/ADR-RES ovarian cells; 81,000 tested, 4.4% active; AID 1794790
NCI-H23: NCI-H23 lung cancer | 80,000 tested, 4% active | AID 1794731
OVCAR-4: OVCAR-4 ovarian cancer cells; 80,000 tested, 3.7% active; AID 1794784
OVCAR-3: OVCAR-3 ovarian cancer. 79,000 tested, 7% active
* hit, by the source's call; nt = no result given. How the source made its calls: active means growth percent below 10; inactive means the rest. This is a random part of the collection, and some 11% of all compounds hit somewhere here.

Values run as follows: IGROV1, NCI-H522, SK-OV-3, OVCAR-8, OVCAR-5, NCI/ADR-RES, NCI-H23, OVCAR-4, OVCAR-3
- COc1cc(/C=C2\C=C(c3ccccc3)N(Cc3ccccc3)C2=O)cc(OC)c1OC
  nt, 81, 102, 77, 89, 70, 92, 89, 89
- O=C(c1cc(-c2ccc(Cl)cc2)nc2ccccc12)N1N=C(c2ccccc2)CC1c1cc(-c2ccccc2)nn1-c1ccccc1 (centres undefined)
  61, 81, 94, 87, 89, 81, 72, 64, 69
- NNS(=O)(=O)c1ccc(Oc2ccc(S(=O)(=O)NN)cc2)cc1
  nt, 89, 108, 94, 96, 103, 96, 111, 115
- COc1ccc(C2NC(=O)NC(C)=C2C(=O)c2cnccn2)c(OC)c1 (centres undefined)
  100, 108, nt, 103, 88, 99, 93, 110, 112
- COc1cc(/C=C/C(=O)c2cccc(NC(=O)CSc3nc4ccccc4c(=O)n3-c3ccccc3)c2)cc(OC)c1OC
  109, 100, 120, 99, 107, 105, 99, 106, nt
- Cc1cccc(OCC(O)CN2CCN(c3ccccc3Cl)CC2)c1 (centres undefined)
  110, 96, 97, 97, 96, 114, 94, 101, 97
- O=C(O)c1ccc(NC(=O)c2ccc(-c3cccc([N+](=O)[O-])c3)o2)cc1
  92, 94, 99, 103, 106, 98, 92, 94, 102
- N#CC1C(=O)NC(c2ccccc2[N+](=O)[O-])c2sc3c(F)cccc3c21 (centres undefined)
  0.3*, 89, 73, 75, -15*, 69, 69, -0.5*, -15*
- CCCC(=O)Oc1ccc(/C(=C(\C)c2ccccc2)c2ccc(OCCCN(C)C)cc2)cc1
  107, 94, 104, nt, 102, 98, 91, 90, 93
- FC(F)(F)C(F)(F)C(F)(F)c1nc2nc(Cl)c(Cl)nc2[nH]1
  95, 91, 97, 99, 99, 97, 96, 96, 101
- CCCCCCCCCC1OCC(C)([N+](=O)[O-])CO1 (centres undefined)
  86, 13, 107, 105, 92, 96, 91, 85, 105
- O=S1(=O)c2ccccc2C(O)(c2ccccc2)c2ccccc21
  nt, 88, 98, 117, 95, 105, 101, 101, 112
- N#CC1C(=O)Nc2cccnc21 (centres undefined)
  103, 87, 98, 98, 106, 104, 99, 101, 116
- N#Cc1c(NN)nc(=S)[nH]c1-c1ccco1
  95, 81, 59, 95, 103, 100, 101, 101, 105
- COc1cc2nc(SCC(=O)Nc3cc(OC)c(OC)c(OC)c3)n(Cc3ccccc3)c(=O)c2cc1OC
  75, nt, 47, -4.9*, 94, nt, 70, 48, 70
- CCCc1oc2ccccc2c(=O)c1C(=O)c1ccc(O)cc1
  nt, 98, 104, 99, 112, 122, 113, 107, 117
- NC(N)=N/N=C(/CCC(=O)O)C(=O)O
  106, 90, 119, 103, 109, 104, 108, 108, 117
- CC(=O)OCc1ccccn1
  106, 99, 101, 104, 96, 99, 99, 99, 107
- FC(F)(F)Oc1cccc(-c2cc(NCCCCCCNc3cc(-c4cccc(OC(F)(F)F)c4)nc4ccc(N5CCCC5)cc34)c3cc(N4CCCC4)ccc3n2)c1
  -64*, -49*, 90, -50*, -29*, 22, -20*, -73*, -96*
- CC(=O)c1c(C)c(C)cc(C)c1C
  114, 100, 113, 94, 98, 97, 91, 92, 129
- CC(=O)C1(C)C(=O)N(c2ccc(F)cc2)C(=O)N1c1ccc(F)cc1 (centres undefined)
  120, 111, 108, 101, 107, 110, 107, 102, 115
- Cc1cccc[n+]1CC(O)C[n+]1ccccc1C
  108, 45, 70, 99, 102, 100, 108, 119, 104
- CC1CCCCC1(O)C[N+](=O)[O-] (centres undefined)
  107, 101, 105, 103, 104, 99, 106, 117, 106
- COc1ccc(CSc2nc3cc(OC)c(OC)cc3c(=O)n2-c2ccc(OC)cc2OC)cc1
  86, 69, 114, 89, 102, 80, 78, 83, 92
- CN=S(C)(=O)c1ccc(-c2cnc(N)c(C(=O)Nc3ccccc3)n2)cc1 (centres undefined)
  107, 68, 93, 100, 115, 106, 102, 108, 104
- NNC(=O)c1ccc[n+](Cc2ccccc2)c1
  107, 98, 103, 101, 106, 102, 98, 124, 108
- COc1cc(F)c(/C=C/c2cc(/C=C/c3cc(OC)c(OC)cc3F)n(-c3ccc(OC(F)(F)F)cc3)n2)cc1OC
  88, 83, 93, 94, 86, 92, 95, 111, 104
- CCCc1[nH]nc2c1C(c1cc3c(cc1[N+](=O)[O-])OCO3)C(C#N)=C(N)O2 (centres undefined)
  104, 96, 99, 103, 104, 109, 110, 107, 111
- CCN1C(=S)N(CC)C2C1NC(=O)N2/N=C/C=C/c1ccccc1OC (centres undefined)
  76, 52, 108, 99, 92, 79, 84, 100, 93
- CCCOC(=O)NCCO
  103, 85, 97, 121, 100, 103, 102, 109, 99

Whole records from above. Values in the order: IGROV1 | NCI-H522 | SK-OV-3 | OVCAR-8 | OVCAR-5 | NCI/ADR-RES | NCI-H23 | OVCAR-4 | OVCAR-3
NC(N)=N/N=C(/CCC(=O)O)C(=O)O is listed with 106 | 90 | 119 | 103 | 109 | 104 | 108 | 108 | 117
NNC(=O)c1ccc[n+](Cc2ccccc2)c1 is listed with 107 | 98 | 103 | 101 | 106 | 102 | 98 | 124 | 108
Cc1cccc(OCC(O)CN2CCN(c3ccccc3Cl)CC2)c1 (centres undefined) is listed with 110 | 96 | 97 | 97 | 96 | 114 | 94 | 101 | 97

(continued)
Values run as follows: IGROV1, NCI-H522, SK-OV-3, OVCAR-8, OVCAR-5, NCI/ADR-RES, NCI-H23, OVCAR-4, OVCAR-3
- COc1ccc(/C=C/c2c(C(=O)c3ccccc3)c(=O)[nH]c3ccccc23)cc1
  98, 87, 91, 85, 101, 104, 101, 88, 105
- N#Cc1c(-c2ccccc2)nc(N=Nc2c(O)[nH]c3ccc(Br)cc23)[nH]c1=O
  108, 90, 113, 103, 102, 113, 104, 105, 110
- COc1ccc2c(c1)OC1=C(C(=O)OC1)C2c1cc(OC)c2c(c1)OCO2 (centres undefined)
  21, 4.9*, 8.5*, 20, nt, 14, 46, 40, -51*
- CCOC(=O)c1cc(=O)nc2n1N=C1C(C#N)=C(C)C=C(c3ccccc3)N1N2
  101, 76, 64, 100, 104, 98, 93, 87, 98
- N#Cc1c(NCc2ccccc2F)sc2c1CCCC2
  108, 84, nt, 101, 101, 103, 97, 102, 110
- Cc1ccccc1N=C(N)Nc1ccccc1C
  nt, 106, 97, 105, 102, 103, 103, 109, 108
- CC(C)NC(=O)N/C=C(\C#N)C(N)=O
  102, 87, 104, 109, 92, 100, 93, 105, 105
- CC1(C)CC(Cc2ccccc2)C(=O)c2ccccc21 (centres undefined)
  95, 93, 109, 108, 91, 105, 99, 95, 108
- CC(=O)O/N=C(/C)c1ccccc1
  102, 114, 104, 107, 108, 101, 103, 103, 102
- CC(=O)Nc1ccc2c(c1)-c1ccc(F)cc1C2
  121, 113, 103, 95, 100, 101, 99, 97, nt
- CCCCCCOc1ccc(/C=C/C(=O)c2ccc(B(O)O)cc2)cc1
  65, 66, 87, 81, 77, 77, 76, 65, 97
- Cc1ccc(-[n+]2noc([O-])c2C2=NOC(c3ccccc3)C2)cc1 (centres undefined)
  120, 92, 107, 102, 97, 108, 103, 99, 103
- O=C(Nc1ccccc1CO)c1ccccc1
  100, 104, 112, 102, 109, 111, 96, 99, 104
- O=C1Nc2ccccc2C12Nc1cc(Cl)ccc1S2 (centres undefined)
  nt, 83, 71, 104, 104, 97, 78, 70, 76
- COc1ccc(/C=C/C(=O)c2ccc(OC)c(S(N)(=O)=O)c2)c(C(F)(F)F)c1
  1.6*, 9.4*, 67, 6.7*, 3.6*, -31*, -78*, 19, 16
- CCCCn1c(=O)[nH]c2c(c1=O)C(c1ccc(Cl)cc1)c1c([nH]c(=O)n(CCCC)c1=O)N2
  102, 83, 95, 100, 99, 99, 90, 102, 115
- O=S(=O)(NCCCNc1cc(-c2c(-c3cccc(O)c3)nc3sccn23)ccn1)c1cccc2ccccc12
  31, 51, 58, 19, 102, 77, 40, 36, 40
- COc1cc([N+](=O)[O-])c(C)cc1NC(=O)c1ccc(OC)c(OC)c1
  100, 76, nt, 104, 101, 99, 93, nt, 110
- COc1ccc(C2=C(c3c[nH]c4ccccc34)C(=O)OC2)cc1OC
  86, nt, nt, 91, 89, 92, 99, 92, 103
- O=C(Nc1ccc(NC(=O)c2ccccc2)c2ccccc12)c1ccccc1
  111, 90, 101, 95, 111, 100, 102, 100, 106
- CCCn1nc(C(=O)N2CCCCC2)c2c1CCC(N1CCc3ccccc3C1)C2 (centres undefined)
  106, 88, 100, 102, 111, 97, 100, 107, 101
- Cc1ccc(CCC=O)cc1
  98, nt, 108, 106, 104, 110, 110, 115, 117
- NNc1ccc(-c2ccccc2)cc1
  102, 103, 104, 105, 87, 90, 87, 106, 105
- Cc1c(-c2ccc3c(c2)OCO3)no[n+]1[O-]
  117, 95, 107, 103, 113, nt, 100, 105, 105
- Oc1cccnc1CN1CCCC1
  102, 97, 103, 95, 98, 108, 100, 108, 117
- CCOc1ccc(-c2nc3ccc(-c4nc5ccc(N6CCN(CCN(C)C)CC6)cc5[nH]4)cc3[nH]2)cc1
  104, 86, 79, 102, 110, 100, 94, 89, 118
- Cc1cc(CCNC=O)c(C)c2c1sc1ccccc12
  122, 101, 104, 98, 82, 98, 87, 85, 111
- CC(=O)OCC1CCCCO1 (centres undefined)
  109, nt, 109, 94, 115, 110, 108, 105, 113
- CNCCC1CCCCC1
  101, 97, 107, 110, 96, 99, 91, 106, 103
- Cc1cccc(/C=C/c2nn3c(-c4cccnc4)nnc3s2)c1
  113, 100, 124, 105, 109, 103, 106, 103, nt

Exported with tabs: entries from further up
Structure	IGROV1	NCI-H522	SK-OV-3	OVCAR-8	OVCAR-5	NCI/ADR-RES	NCI-H23	OVCAR-4	OVCAR-3
O=C(O)c1ccc(NC(=O)c2ccc(-c3cccc([N+](=O)[O-])c3)o2)cc1	92	94	99	103	106	98	92	94	102
N#CC1C(=O)NC(c2ccccc2[N+](=O)[O-])c2sc3c(F)cccc3c21 (centres undefined)	0.3*	89	73	75	-15*	69	69	-0.5*	-15*
CCCC(=O)Oc1ccc(/C(=C(\C)c2ccccc2)c2ccc(OCCCN(C)C)cc2)cc1	107	94	104	nt	102	98	91	90	93

An excerpt of these results, field by field.
compound: COc1ccc(C2=C(c3c[nH]c4ccccc34)C(=O)OC2)cc1OC
  IGROV1 = 86 | NCI-H522 = nt | SK-OV-3 = nt | OVCAR-8 = 91 | OVCAR-5 = 89 | NCI/ADR-RES = 92 | NCI-H23 = 99 | OVCAR-4 = 92 | OVCAR-3 = 103

compound: N#Cc1c(-c2ccccc2)nc(N=Nc2c(O)[nH]c3ccc(Br)cc23)[nH]c1=O
  IGROV1 = 108 | NCI-H522 = 90 | SK-OV-3 = 113 | OVCAR-8 = 103 | OVCAR-5 = 102 | NCI/ADR-RES = 113 | NCI-H23 = 104 | OVCAR-4 = 105 | OVCAR-3 = 110

compound: O=S(=O)(NCCCNc1cc(-c2c(-c3cccc(O)c3)nc3sccn23)ccn1)c1cccc2ccccc12
  IGROV1 = 31 | NCI-H522 = 51 | SK-OV-3 = 58 | OVCAR-8 = 19 | OVCAR-5 = 102 | NCI/ADR-RES = 77 | NCI-H23 = 40 | OVCAR-4 = 36 | OVCAR-3 = 40

compound: CC(=O)O/N=C(/C)c1ccccc1
  IGROV1 = 102 | NCI-H522 = 114 | SK-OV-3 = 104 | OVCAR-8 = 107 | OVCAR-5 = 108 | NCI/ADR-RES = 101 | NCI-H23 = 103 | OVCAR-4 = 103 | OVCAR-3 = 102

Next part
Short keys – A = IGROV1; B = NCI-H522; C = SK-OV-3; D = OVCAR-8; E = OVCAR-5; F = NCI/ADR-RES; G = NCI-H23; H = OVCAR-4; I = OVCAR-3
smiles: CC(=O)Nc1ccc(C)cc1Br
  A = 103; B = 102; C = 101; D = 92; E = 95; F = 105; G = 112; H = 108; I = 116

smiles: COc1ccc(NC(=O)CSc2nc3ccccc3c(=O)n2Cc2ccc(S(N)(=O)=O)cc2)cc1
  A = 98; B = 87; C = 153; D = 96; E = 101; F = 98; G = 102; H = 105; I = 113

smiles: O=C(Nc1ccc(N2CCNCC2)cc1)c1[nH]ncc1Nc1cc(Oc2ccccc2)ncn1
  A = 20; B = 8.1*; C = 19; D = 27; E = -26*; F = 77; G = 21; H = 43; I = 6.2*

smiles: COc1cc(/C=C2\COc3ccc(O)c(O)c3C2=O)cc(OC)c1
  A = -61*; B = -42*; C = 38; D = 15; E = -29*; F = 0.1*; G = 49; H = 31; I = -32*

smiles: Cc1cc(=O)oc2cc(OCCCCOc3ccc(/C=C/C(=O)Nc4ccccc4)cc3)ccc12
  A = 108; B = 74; C = 133; D = 51; E = 108; F = 75; G = 85; H = 35; I = 73

smiles: N#CC(C#N)=NNc1cccc2c1C(=O)c1ccccc1C2=O
  A = 103; B = 86; C = 99; D = 88; E = 117; F = 103; G = 96; H = 102; I = 90

smiles: CC(=O)NC(CCC(=O)O)C(=O)O (centres undefined)
  A = 112; B = 104; C = 112; D = 100; E = 111; F = 107; G = 97; H = 115; I = 104

smiles: COc1ccccc1CN(Cc1ccccc1)c1c(NC2CCCCC2)oc(=O)c2ccccc12
  A = 140; B = 77; C = 104; D = 100; E = 97; F = 92; G = 95; H = 95; I = 106

smiles: CCCCCCCSc1nnc(-c2c(C)nc3ccc(Cl)cn23)o1
  A = 49; B = 94; C = nt; D = 99; E = 94; F = 89; G = 82; H = 52; I = 85

smiles: ClC(Cl)(Cl)c1nc2nccnc2[nH]1
  A = 103; B = 95; C = 102; D = 107; E = 104; F = 109; G = 108; H = 97; I = 118

smiles: Cc1ccc(C2=NN(C(=O)c3ccc(S(N)(=O)=O)cc3)C(c3ccc(C)cc3)C2)cc1 (centres undefined)
  A = 100; B = 89; C = 103; D = 95; E = 102; F = 95; G = 92; H = 93; I = nt

smiles: COc1ccc(C2OC3=C(Nc4cc(C)c(C)cc4N3)C2=O)cc1 (centres undefined)
  A = 69; B = 77; C = 109; D = 101; E = 99; F = 92; G = 98; H = 95; I = 112
